Assay outcomes: PubChem, NMMLSC
GSH fluor: compound fluoresces at 488/530 nm on GSH beads. GSH beads flow cytometry, compound fluorescence 488/530 nm; active compounds read high. fluorescence (KMESF) at 10 µM. hit rate 0.25% among 190,000. AID 1776; in the data active = fluorescence above about 89;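 note: glutathione beads carrying GST-tagged Bcl family fusion proteins plus one bare bead set; values are compound well signal with DMSO vehicle wells as background; inactives centre near 16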
RGS8-Gao reg: regulators of human RGS8-Galphao interaction; multiplexed bead flow cytometry, RGS8-Galphao binding; actives lie on both sides; response (percent of control binding), % at 10 µM; hit rate 0.34% among 220,000; in the data active = response below about 60% or above about 140%; inactive = in between;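 note: Galphao activated as the GDP aluminium fluoride complex binding bead-coupled RGS8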
RGS7-Gao reg: regulators of human RGS7-Galphao interaction. P09471. Multiplexed bead flow cytometry, RGS7-Galphao binding; actives lie on both sides. binding response (% of control), % at 10 µM. hit rate 0.35% among 220,000. AID 1439; in the data active = binding response below about 49% or above about 150%; inconclusive = no clear call, values can overlap the other calls; inactive = in between;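 note: fluorescent Galphao held in activated GDP-AlF4 state binding bead-coupled RGS7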
Bcl-2 Bim block: inhibitors of Bim-Bcl-2 interaction, human; P10415; Bead-based flow cytometry, Bim peptide-Bcl-2 binding; inhibition, % at 10 µM; hit rate 0.06% among 190,000; in the data active = inhibition above about 40%; inconclusive = no clear call, values can overlap the other calls;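 note: 0% = no compound wells with probe peptide and 100% = reference peptide inhibitor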
Bcl-XL Bim block: human Bim-Bcl-XL interaction inhibition. Q07817. Bim peptide-Bcl-XL binding, bead flow cytometry, fluorescence. inhibition, % at 10 µM. hit rate 0.04% among 190,000
ABCG2 block: blocks JC-1 efflux by human ABCG2 transporter; IgMXP3 cells, flow cytometry; inhibition, % at 6.6 µM; hit rate 0.1% among 190,000; AID 1325;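 active = inhibition above 80%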;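 note: 0% = DMSO and 100% = nicardipine control wells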
Target sequence (Q9UNQ0 whole entry, looked up): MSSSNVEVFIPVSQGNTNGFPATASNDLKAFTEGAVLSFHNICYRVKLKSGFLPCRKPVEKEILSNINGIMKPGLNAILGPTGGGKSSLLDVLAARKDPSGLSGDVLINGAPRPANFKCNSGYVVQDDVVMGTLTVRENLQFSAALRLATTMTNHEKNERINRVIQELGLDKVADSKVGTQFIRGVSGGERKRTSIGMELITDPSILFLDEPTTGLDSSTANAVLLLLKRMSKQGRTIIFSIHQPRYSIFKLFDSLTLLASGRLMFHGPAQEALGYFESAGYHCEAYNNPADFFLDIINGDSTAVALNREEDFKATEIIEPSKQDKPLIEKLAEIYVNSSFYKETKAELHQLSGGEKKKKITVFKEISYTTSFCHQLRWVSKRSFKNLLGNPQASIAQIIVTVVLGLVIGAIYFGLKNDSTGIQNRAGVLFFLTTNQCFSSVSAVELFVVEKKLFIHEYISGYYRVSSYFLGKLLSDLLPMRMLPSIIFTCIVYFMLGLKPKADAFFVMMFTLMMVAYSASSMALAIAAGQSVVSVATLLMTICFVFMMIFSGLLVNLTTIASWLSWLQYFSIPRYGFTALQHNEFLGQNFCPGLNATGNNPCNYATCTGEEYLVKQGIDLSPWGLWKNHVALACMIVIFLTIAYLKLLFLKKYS
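Times: 10 min at 25 °C | Test system: Two drug-resistant human cell lines, ABCG2 and ABCB1 | Quantity: 3 million cells/mL final, two lines in 1:1 ratio | Signal: Flow cytometry, 530 nm JC-1 signal | Dosing: Compound at 6.6 µM | Controls: Nicardipine and DMSO wells | Reagent: JC-1 as fluorescent efflux pump substrate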
RGS4-Gao reg: modulates binding of RGS4 to human Galphao; P09471; Multiplexed bead flow cytometry; actives lie on both sides; binding response (% of control), % at 10 µM; hit rate 0.33% among 220,000; AID 1415; in the data active = binding response below about 49% or above about 150%; inactive = in between;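 note: fluorescent Galphao activated with aluminum fluoride binding bead-coupled RGS4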
Bfl-1 Bim block: disrupts Bim binding to human Bfl-1 | Bead-based flow cytometry, Bim-Bfl-1 binding inhibition | inhibition, % at 10 µM | hit rate 0.12% among 190,000 | AID 1008;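 note: 0% = wells without compound plus tracer and 100% = blocker peptide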
Bim-Bcl-B: human Bim-Bcl-B interaction inhibition | bead-based flow cytometry, Bim peptide-Bcl-B binding | hit rate 0.073% among 190,000 | AID 951 | inhibition, % at 10 µM | Q9HD36;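 note: 0% = tracer peptide without compound and 100% = reference inhibitor peptide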
Target sequence (Q9HD36 whole entry, looked up): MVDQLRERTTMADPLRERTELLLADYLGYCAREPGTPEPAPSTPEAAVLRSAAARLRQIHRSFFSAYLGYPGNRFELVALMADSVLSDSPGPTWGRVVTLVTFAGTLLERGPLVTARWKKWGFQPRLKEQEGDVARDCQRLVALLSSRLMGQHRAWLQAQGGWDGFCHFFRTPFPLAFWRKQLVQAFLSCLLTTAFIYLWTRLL
ABCB1 inh: blocks JC-1 efflux by human ABCB1 transporter | P08183 | CCRF-Adr cells, flow cytometry | AID 1326 | inhibition, % at 6.6 µM | hit rate 0.067% among 190,000; in the data active = inhibition above about 40%;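 note: 0% = vehicle and 100% = reference inhibitor; higher value means more JC-1 retained so stronger ABCB1 efflux block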
Bim-Bcl-W: human Bim-Bcl-W interaction inhibition; bead-based flow cytometry, Bim peptide-Bcl-W binding; AID 952; hit rate 0.02% among 190,000; inhibition, % at 10 µM; Q92843;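 note: 0% = bound tracer without compound and 100% = peptide blocker; higher means less fluorescent Bim peptide bound to Bcl-W beads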
Target sequence (Q92843 whole entry, looked up): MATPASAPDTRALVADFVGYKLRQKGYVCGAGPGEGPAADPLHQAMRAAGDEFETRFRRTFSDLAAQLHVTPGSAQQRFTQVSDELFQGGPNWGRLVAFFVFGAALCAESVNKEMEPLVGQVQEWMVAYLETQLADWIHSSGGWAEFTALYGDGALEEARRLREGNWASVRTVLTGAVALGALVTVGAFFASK
Numbers without * were called inactive; u = inconclusive. Cut-off read from the data, not from the text of the source, unless noted: active = inhibition above about 40%.

SMILES | GSH fluor | RGS8-Gao reg | RGS7-Gao reg | Bcl-2 Bim block | Bcl-XL Bim block | ABCG2 block | RGS4-Gao reg | Bfl-1 Bim block | Bim-Bcl-B | ABCB1 inh | Bim-Bcl-W
CCOC(=O)C1=C(Nc2cccc(Cl)c2)OCC1=O | 6 | 103 | 94 | 0 | -4 | 4 | 96 | -3 | 0 | 0.3 | -2
O=C(CN1CCN(c2ccccn2)CC1)NC1CCCC1 | 13 | 102 | 100 | -3 | 0 | 1 | 101 | -2 | -4 | 0.1 | -1
O=c1cc(-c2ccc([N+](=O)[O-])cc2)nc2cc(-c3ccc(F)cc3)[nH]n12 | 12 | 87 | 90 | -2 | -6 | -9 | 98 | -1 | -3 | -1.1 | -2
CC(=O)C1=C(O)C(=O)N(CCN(C)C)C1c1ccc(Cl)cc1 (configuration not stated) | 16 | 101 | 97 | 1 | -1 | 2 | 100 | -3 | -2 | 0.6 | -2
O=C(OCc1nnc(-c2ccccc2)o1)c1ccc(Cl)cc1 | 10 | 102 | 102 | -5 | 0 | 0 | 103 | -7 | -3 | 0.0 | 0
O=C(O)CCC(=O)NNC(=O)COc1ccc(Cl)cc1Cl | 19 | 98 | 96 | -4 | -2 | 0 | 94 | -3 | -4 | 0.3 | -4
CCS(=O)(=O)NC(C)C(c1cccs1)N1CCN(c2ccc(OC)cc2)CC1 (configuration not stated) | 30 | 103 | 97 | 1 | 2 | 1 | 98 | -3 | -3 | 0.5 | 1
O=C(NCCSc1ccc(Cl)cc1)c1ccc(CN2CCOCC2)cc1 | 12 | 103 | 97 | -5 | -6 | 1 | 102 | -6 | -4 | 0.1 | -4
O=C(O)c1ccccc1-c1nc2ccccc2[nH]1 | 25 | 98 | 94 | -2 | 0 | 1 | 94 | -4 | -2 | 0.2 | 1
Cc1cccc(C)c1Nc1c(-c2ccsc2)nc2ncccn12 | 19 | 101 | 99 | 3 | -2 | 13 | 102 | 0 | 1 | 2.0 | 4
C=CCn1cc(C(C)=O)c(=O)[nH]c1=O | 15 | 100 | 104 | -1 | 2 | 2 | 103 | -1 | 0 | 0.1 | 0
CCc1ccc2[nH]c(=O)c(C(c3nnnn3Cc3ccco3)N3CCC(C)CC3)cc2c1 (configuration not stated) | 65 | 127 | 107 | -3 | 0 | 1 | 118 | 0 | -4 | 2.5 | -7
CC1(C)CC(=O)C(/C=N/c2ncccc2C(=O)O)=C(O)C1 | 5 | 102 | 103 | -4 | -2 | 0 | 104 | -4 | -3 | 0.1 | -3
Cc1cc(NC(=O)c2cc(-c3ccccn3)nc3ccccc23)no1 | 26 | 102 | 103 | -7 | -7 | 21 | 101 | -12 | -7 | 1.3 | -3
Cc1ccc(SCC(=O)N2CC(C)OC(C)C2)cc1 (configuration not stated) | 43 | 99 | 99 | -6 | 1 | 2 | 98 | -9 | -3 | 0.8 | 3
COc1ccccc1C1/C(=C(/O)c2ccc(C)cc2)C(=O)C(=O)N1CCN1CCOCC1 (configuration not stated) | 12 | 100 | 101 | -6 | -8 | 4 | 101 | -9 | -6 | 0.6 | -5
O=C(CN1CCN(c2ccccn2)CC1)Nc1ccc(Cl)c(C(F)(F)F)c1 | 50 | 98 | 98 | -14 | -9 | 2 | 102 | -13 | -11 | 0.2 | 3
O=c1cc(CN2CCN(c3ccccc3O)CC2)nc2sccn12 | 255* | 97 | 91 | -4 | -5 | 3 | 92 | -15 | -2 | 0.7 | 0
COc1cccc(NC(=O)Cc2cccs2)c1 | 11 | 102 | 100 | -2 | -3 | 1 | 101 | -1 | -1 | 0.2 | -1
CCOC(=O)c1c(N)n(-c2ccc(N)cc2)c2nc3ccccc3nc12 | 21 | 97 | 91 | -1 | -4 | 6 | 93 | 0 | -4 | 0.3 | -1
Cc1ccccc1C(=O)N1CCC(C(=O)Nc2nccs2)CC1 | 27 | 100 | 102 | -2 | 0 | 13 | 103 | 4 | 1 | 1.9 | 0
CC1CCN(CCNC(=O)C2CCCN(S(=O)(=O)c3cccc4nonc34)C2)CC1 (configuration not stated) | 10 | 102 | 103 | 0 | 2 | 0 | 104 | 0 | -2 | 0.0 | 4
CC(=O)N1CCC(=NNC(=O)CSc2cc(C)c(Br)cc2C)CC1 | 11 | 99 | 100 | -12 | -7 | 0 | 99 | -8 | -8 | 0.0 | -2
CC(=O)CSc1nnc2cc(C)c3ccccc3n12 | 10 | 103 | 98 | 1 | -1 | 3 | 102 | -6 | 0 | 0.2 | -1
CCNc1nc(NCC)nc(N/N=C/c2ccc([N+](=O)[O-])o2)n1 | 7 | 105 | 103 | -7 | -6 | 0 | 106 | -6 | -2 | 0.0 | 2
COc1ccc(S(=O)(=O)N(C)CC(=O)Nc2ccccc2C(F)(F)F)cc1 | 33 | 99 | 103 | -7 | -5 | 8 | 103 | -16 | -8 | 3.0 | 0
Cc1ccc(CSc2nnc(-c3cccs3)n2C)cc1 | 23 | 100 | 100 | -10 | -4 | 4 | 100 | -16 | -8 | 1.0 | -2
CCOc1ccc(N2CC(C(=O)Nc3cccc(C)c3C)CC2=O)cc1 (configuration not stated) | 27 | 103 | 94 | -8 | -5 | 7 | 101 | -14 | -4 | 0.0 | -1
O=C(O)c1ccc(Cl)c(S(=O)(=O)Nc2cccc(C(=O)Nc3cccc(C(F)(F)F)c3)c2)c1 | 13 | 99 | 101 | -3 | -4 | -1 | 95 | -7 | 0 | -0.7 | -6
Cc1ccc(C(C)C)c(OCc2ccc(C(=O)N/N=C/c3ccc(O)cc3O)cc2)c1 | 10 | 76 | 69 | 5 | 6 | 0 | 78 | 4 | 3 | -0.2 | 6

Some of the entries above, reformatted.
The line under a structure holds: GSH fluor, RGS8-Gao reg, RGS7-Gao reg, Bcl-2 Bim block, Bcl-XL Bim block, ABCG2 block, RGS4-Gao reg, Bfl-1 Bim block, Bim-Bcl-B, ABCB1 inh, Bim-Bcl-W
- CC(=O)N1CCC(=NNC(=O)CSc2cc(C)c(Br)cc2C)CC1
  11, 99, 100, -12, -7, 0, 99, -8, -8, 0.0, -2
- CC(=O)CSc1nnc2cc(C)c3ccccc3n12
  10, 103, 98, 1, -1, 3, 102, -6, 0, 0.2, -1
- CCNc1nc(NCC)nc(N/N=C/c2ccc([N+](=O)[O-])o2)n1
  7, 105, 103, -7, -6, 0, 106, -6, -2, 0.0, 2
- COc1ccc(S(=O)(=O)N(C)CC(=O)Nc2ccccc2C(F)(F)F)cc1
  33, 99, 103, -7, -5, 8, 103, -16, -8, 3.0, 0
- Cc1ccc(CSc2nnc(-c3cccs3)n2C)cc1
  23, 100, 100, -10, -4, 4, 100, -16, -8, 1.0, -2

Remaining list, next part
SMILES | GSH fluor | RGS8-Gao reg | RGS7-Gao reg | Bcl-2 Bim block | Bcl-XL Bim block | ABCG2 block | RGS4-Gao reg | Bfl-1 Bim block | Bim-Bcl-B | ABCB1 inh | Bim-Bcl-W
COc1cc(/C=C2/S/C(=N/S(=O)(=O)c3ccccc3)NC2=O)c([N+](=O)[O-])cc1OC | 32 | 92 | 89 | -8 | -3 | -2 | 91 | -15 | -6 | -1.3 | -1
Cc1nc(CN2CCN(C(=O)c3ccc(C(C)(C)C)cc3)CC2)cs1 | 21 | 94 | 96 | -2 | -1 | 0 | 83 | -8 | -3 | 0.5 | 2
COc1ccc(CCNC(=O)CN(c2cc([N+](=O)[O-])ccc2OC)S(C)(=O)=O)cc1 | 29 | 103 | 99 | 4 | 1 | 4 | 99 | 5 | 6 | 1.1 | 2
Clc1ccc(-c2nc3ccccn3c2CN2CCSCC2)cc1 | 15 | 98 | 96 | 0 | 0 | 30 | 97 | -4 | 0 | 2.1 | -4
CCc1cccc(C)c1NC(=O)CO/N=C(\N)CC(=O)NC1CCCCC1 | 14 | 104 | 102 | -6 | -3 | 2 | 105 | -10 | -6 | 0.8 | -4
CN1C(=O)C(CC(N)=O)N(NC(=O)c2ccc(Cl)cc2)C1=S (configuration not stated) | 13 | 99 | 97 | -2 | -3 | 1 | 97 | 1 | -2 | 0.3 | -2
COc1cc(/C=C/C(=O)OCC(=O)Nc2cc(S(=O)(=O)N3CCCCC3)ccc2C)ccc1O | 8 | 96 | 105 | -6 | -7 | -2 | 101 | 0 | -6 | -0.5 | -4
COc1cc(NC(=O)c2ccc(Cl)cc2Cl)ccc1-c1cc2ccccc2oc1=O | 53 | 100 | 91 | -1 | -4 | 2 | 87 | -3 | 0 | 0.7 | -2
CCOC(=O)c1cc2c(=O)n3ccccc3nc2n(CCOC)c1=NC(=O)C(C)(C)C | 12 | 90 | 97 | 0 | 0 | 1 | 92 | 3 | 0 | 0.7 | 2
C=CCNc1nc(-c2ccc(OC)cc2OC)cs1 | 14 | 102 | 96 | -7 | -5 | 3 | 100 | -3 | -4 | 0.4 | -6
CCN1CCN(C(c2cccs2)C(C)NC(=O)c2c(F)cccc2F)CC1 (configuration not stated) | 10 | 99 | 97 | 0 | -1 | 6 | 95 | -7 | -5 | 1.2 | 1
COc1cc(CNc2ccccc2SC)cc(OC)c1OC | 40 | 95 | 109 | -8 | -2 | 4 | 100 | 4 | -13 | 0.3 | -1
c1ccn2cc(-c3ccc4c(c3)OCO4)cc2c1 | 19 | 98 | u | 2 | -2 | 4 | 100 | 2 | -2 | 1.2 | 4
O=C(CCN1C(=O)C2C3C=CC(C3)C2C1=O)NCCc1ccccc1 (configuration not stated) | 46 | 98 | 98 | -7 | -3 | 0 | 100 | -8 | -5 | 0.1 | 3
C/C(=C\c1ccccc1)CN1CCN(c2ccccc2)CC1 | 25 | 97 | 98 | -11 | -6 | 6 | 97 | -17 | -8 | 1.2 | -1
O=C(OCn1ncc(Br)c(Br)c1=O)c1c(F)cccc1F | 13 | 99 | 108 | -8 | -2 | 1 | 99 | -10 | -6 | 0.4 | 1
COCc1cc(C)nc(SCC[N+](C)(C)CC(=O)Nc2cccc(C(F)(F)F)c2)c1C#N | 12 | 104 | 102 | -1 | 0 | 4 | 100 | -1 | -2 | 1.0 | 2
N#Cc1c(-c2ccc(Cl)cc2)ccnc1N1CCOCC1 | 16 | 103 | 101 | -1 | 0 | 5 | 103 | -2 | -7 | 0.1 | -2
CC(=O)Nc1ccc(C(=O)OCC(=O)Nc2ccc(N3CCOCC3)cc2)cc1 | 13 | 102 | u | 2 | 0 | 0 | 104 | 6 | 4 | 0.6 | 0
Fc1ccccc1Cc1noc(CN(Cc2ccccn2)CC2CCCO2)n1 (configuration not stated) | 13 | 100 | 97 | -5 | -3 | -1 | 101 | -3 | -3 | 0.3 | -2
CO/N=C\CC(=O)Nc1ccc(F)cc1 | 39 | 99 | 100 | -5 | -1 | 0 | 102 | -9 | -5 | 0.1 | 2
Cc1cccc(OCC(=O)N/N=C\c2cn(C)c3ccccc23)c1 | 12 | 100 | 103 | -6 | -2 | 2 | 103 | -6 | -3 | -4.1 | -5
Cc1ccccc1C1=NC(C(F)(F)F)(C(F)(F)F)c2c(n(-c3ccc(F)cc3)c(=O)[nH]c2=O)N1 | 12 | 101 | 103 | -5 | -9 | 0 | 104 | -1 | -8 | 0.0 | -6
O=C(NCCc1c[nH]c2ccccc12)/C(=C\c1cccs1)NC(=O)c1ccccc1 | 9 | 109 | 105 | 5 | 1 | 6 | 104 | 8 | 1 | 0.6 | 1
COCCNC(=O)Cn1cc2c(n1)CCC(C)C2 (configuration not stated) | 22 | 93 | 102 | -6 | -3 | 2 | 88 | -10 | -6 | 0.6 | -1
